# IMPase cell inh: cell-permeable inhibitors of inositol monophosphatase (IMPase). CHO-M1 cells, IP1 accumulation, HTRF TR-FRET ratio. inhibition (IP1 accumulation), % at 46.1 µM. 120,000 tested, under 10 active. AID 901; active = well fitted curve in the direction sought with a large enough effect in the signal ratio, not every such curve was filed as active; inconclusive = small, poorly fitted or top-dose-only effect, or a change in a side signal; inactive = no such curve, though single readings can be large or run the other way; the % refers to the signal ratio;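 also: cells stimulated with carbachol in lithium chloride buffer; plate controls were DMSO basal wells for no effect and reference inhibitor wells for full effect; higher means more IMPase inhibition seen as more IP1 and lower FRET ratio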
# Target sequence (P97697 whole entry, looked up): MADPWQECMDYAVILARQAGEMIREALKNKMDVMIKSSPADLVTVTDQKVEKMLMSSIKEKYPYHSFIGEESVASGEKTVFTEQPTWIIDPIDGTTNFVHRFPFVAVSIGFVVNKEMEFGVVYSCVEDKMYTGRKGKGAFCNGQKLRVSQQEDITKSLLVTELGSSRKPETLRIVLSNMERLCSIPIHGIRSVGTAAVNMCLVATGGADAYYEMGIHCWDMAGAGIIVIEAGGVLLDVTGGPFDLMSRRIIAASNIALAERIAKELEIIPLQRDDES
#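 CHO-M1, 2000 cells/well, cultured 16–30 h; cpd up to 46 uM; carbachol (50 uM solution, stimulation buffer w/ 50 mM LiCl, pH 7.4), 30 min 37C; IP-One TR-FRET, 10 min RT; Ex 320/Em 665, 620; Hill-fit AC50.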
# 15-hLO-2 inh: 15-hLO-2 (ALOX15B) enzyme inhibition; 0.56% of 110,000 active; purified 15hLO-2, xylenol orange hydroperoxide absorbance; O15296; Potency, µM (titrated, usually from 57.1 µM), without a hit: at the highest dose activity change, negative = inhibition, usual class: inhibitors; AID 881; also: potency is read from the fitted curve at half-maximal effect; nearly all actives have a fitted effect of over 60% in size; many of its hits are not listed in these tables
# Target sequence (O15296 whole entry, looked up): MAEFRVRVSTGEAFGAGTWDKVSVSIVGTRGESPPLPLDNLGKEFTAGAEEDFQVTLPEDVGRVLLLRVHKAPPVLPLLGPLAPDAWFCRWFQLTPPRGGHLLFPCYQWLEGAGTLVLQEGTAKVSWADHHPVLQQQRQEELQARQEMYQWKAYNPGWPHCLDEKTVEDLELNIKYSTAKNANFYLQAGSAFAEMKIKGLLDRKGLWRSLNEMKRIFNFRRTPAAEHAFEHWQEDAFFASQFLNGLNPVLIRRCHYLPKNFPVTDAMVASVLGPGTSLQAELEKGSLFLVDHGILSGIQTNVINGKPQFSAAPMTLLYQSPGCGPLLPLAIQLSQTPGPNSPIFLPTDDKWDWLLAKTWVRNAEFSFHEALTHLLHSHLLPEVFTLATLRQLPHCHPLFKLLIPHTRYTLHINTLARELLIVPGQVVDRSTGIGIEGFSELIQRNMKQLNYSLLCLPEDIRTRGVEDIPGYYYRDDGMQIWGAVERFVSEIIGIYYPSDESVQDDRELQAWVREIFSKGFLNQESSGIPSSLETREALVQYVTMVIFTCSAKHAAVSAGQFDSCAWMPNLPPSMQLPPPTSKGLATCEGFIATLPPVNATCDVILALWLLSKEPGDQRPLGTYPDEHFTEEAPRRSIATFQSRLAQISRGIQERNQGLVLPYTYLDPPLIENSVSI
#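 Purified human 15hLO-2 (50 nM) preincubated 15 min with compound, then 45 uM arachidonic acid for 90 min at RT in 25 mM Hepes pH 7.5, 0.01% Triton X-100. Hydroperoxide detected by Fe-xylenol orange; 573/405 nm absorbance ratio.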
# 12-hLO inh: inhibitors of human 12-lipoxygenase (ALOX12) | purified 12-hLO, xylenol orange hydroperoxide absorbance | Potency, µM (highest dose often 57.1 µM), inactives show at the top dose activity change, negative = inhibition, usual class: inhibitors | P18054 | 0.12% of 150,000 active; also: potency is read from the fitted curve at half-maximal effect; nearly all actives have a fitted effect of over 55% in size; many of its hits are not listed in these tables
#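 Hydroperoxide formation by human 12-lipoxygenase from 40 uM arachidonic acid was followed colorimetrically via ferric-xylenol orange complex, using the 573/405 nm absorbance ratio. Enzyme concentration was 150 nM, with 30 min reaction at room temperature.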
# PNC inhibitor: inhibitors of perinucleolar compartment assembly. 3.1% of 140,000 active. AID 2417. activity change (PNC), negative = inhibition, % at 10 µM. PC3M PTB-GFP, PNC prevalence imaging, 16 h; active compounds read low;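 active = readout at or below -70, meaning at least 70% loss of cells showing the perinucleolar compartment, a nuclear body marking cancer cells; inconclusive = readout between -30 and a set limit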;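 also: plate controls were DMSO wells for no effect and camptothecin positive control wells for full effect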
#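 Read-out is percentage of cells bearing a perinucleolar compartment, from automated 20x imaging of fixed, Hoechst-stained PC3M PTB-GFP cells. Cells were seeded 4 h, then exposed 16 h to compound (23 nl of library stock) in duplicate plates.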
# * hit, by the source's call; ? = inconclusive; . = not tested or not shown; & = joins results of further samples; [ ] = dose if it differs, or a comment. Unless noted, calls follow the shape of the dose curve; as a rule, active = well fitted curve in the direction sought with a large enough effect; inconclusive = small, poorly fitted or top-dose-only effect, or another doubt; inactive = no such curve, though single readings can be large; an effect the other way counts as inactive or inconclusive. Unless noted, % is scaled to controls: 0 for no effect and ±100 for the full control effect. An excerpt, so the mix of outcomes need not match the whole.
# Second line of a record – IMPase cell inh, 15-hLO-2 inh, 12-hLO inh, PNC inhibitor
O=C1N=C(N2CCOCC2)CS1
    0, -2%, 1%, ?
CC1CCN(S(=O)(=O)c2ccc(C(=O)Nc3ccccc3-c3nc4ccccc4[nH]3)cc2)CC1
    -2, ., -2%, 2
O=C(NCCCn1ccnc1)c1ccc2c(c1)OCCO2
    -3, 2%, 2%, -17
CCOC(=O)CCc1c(C)nc(SCCCn2c(=O)[nH]c3ccccc32)c(C#N)c1C
    -6, ?, 5%, 32
CCC1C(=O)CC(c2ccco2)NC1c1ccco1 (stereo not given)
    9, ., -3%, -100*
Cc1cccc(-n2ncc3c(N4CCC(C)CC4)ncnc32)c1
    12, 5%, -2%, 26
O=C(CNS(=O)(=O)c1cccs1)Nc1ccc2c(c1)OCCO2
    -2, 9%, -6%, 29
CSc1nsc(SCC(=O)Nc2ccc(C(C)=O)cc2)n1
    0, -2%, 0%, ?
COc1ccc(C(=O)N2CCSC2=S)cc1OC
    1, -1%, -12%, ?
Cc1ccccc1CSCCNC(=O)c1ccc(Cl)c(S(=O)(=O)N2CCOCC2)c1
    ?, ., -4%, -3
COCC(=O)NCc1ccc2c(c1)cc(C)n2C
    ., ., 0%, -113*
O=C(CSc1nnc(COc2ccccc2)n1Cc1ccco1)c1ccc(F)cc1
    -1, 25%, -10%, -2
CCOC(=O)C1=C(C)NC2=C(C1c1ccc([N+](=O)[O-])cc1)S(=O)(=O)c1ccccc12 (stereo not given)
    2, ?, -16%, 1
CCN[C@@H]1C[C@H](N)[C@H](O[C@H]2OC(CN)=CC[C@H]2N)[C@@H](O)[C@H]1O[C@H]1OC[C@@](C)(O)[C@@H](NC)[C@@H]1O
    3[20.6 µM], 3%[25.6 µM], -1%[25.6 µM], .
Cc1ccc(OCC(=O)c2c(O)c3ccccc3oc2=O)cc1C
    -3, -2%, -11%, 19
CCSc1nnc(NS(=O)(=O)c2ccc(C)cc2)s1
    ., ., 1%, 51
Cc1ccc(OC(C)C(=O)O)cc1C (stereo not given)
    9, ., 3%, -26
c1ccc(C2=Nn3c(nnc3-c3cc(-c4ccccc4)n[nH]3)SC2)cc1
    7, -18%, 0%, 27
O=C(c1ccc(Br)o1)N(Cc1ccccc1)Cc1ccccc1
    ., -10%[0.0915 µM], -2%[0.00818 µM], 11
CC(C)CNC(=O)COC(=O)c1ccccc1OCC(=O)Nc1ccc(Br)cc1
    11, ., -4%, ?
COC(=O)N/N=C/c1cn(Cc2ccc(Cl)cc2Cl)c2ccccc12
    ., ., -5%, ?
O=C(NN1CCOCC1)c1cc(S(=O)(=O)Nc2cccc(C(F)(F)F)c2)ccc1Cl
    -7, ., -1%, -98*
CC(C)(C)[C@]1(O)CCN2C[C@H]3c4ccccc4CCc4cccc(c43)[C@@H]2C1
    ., ., -3%, ?
CCOC(=O)N1CCN(C(=O)CSc2nnc(-c3cc(OC)ccc3OC)o2)CC1
    8, ., 2%, 62
Cc1cc(C)c(C(N)=O)c(Nc2cccc(Cl)c2)n1
    -7, ., -8%, -100*
Cc1nc2c(sc3nc4c(cc32)COC(C)(C)C4)c(=O)n1Cc1ccccc1
    -3, 0%, 2%, -19
CC(C)C(c1nnnn1C1CCCC1)N1CCCCC1 (stereo not given)
    4, 8%, 0%, -22
COc1ccc(-c2nnc(SCc3cccnc3)o2)cc1
    -3, ., -1%, 27
CC(=O)c1ccc(N2C(=O)[C@@H]3C(C(=O)CCN4C(=O)c5ccccc5C4=O)=NN[C@@H]3C2=O)cc1
    ., ., -2%, -108*
Cc1ccc2cc3cc(C(=O)NCCCN4CCCCCC4)oc3nc2c1
    6, 20%, -2%, ?

# Ordered by SMILES length (largest number first): three of the compounds above.
# Second line of a record – IMPase cell inh, 15-hLO-2 inh, 12-hLO inh, PNC inhibitor
O=C(CSc1nnc(COc2ccccc2)n1Cc1ccco1)c1ccc(F)cc1
    -1, 25%, -10%, -2
O=C(CNS(=O)(=O)c1cccs1)Nc1ccc2c(c1)OCCO2
    -2, 9%, -6%, 29
Cc1ccc(OCC(=O)c2c(O)c3ccccc3oc2=O)cc1C
    -3, -2%, -11%, 19

# (next part)
# Second line of a record – IMPase cell inh, 15-hLO-2 inh, 12-hLO inh, PNC inhibitor
COc1ccc(S(N)(=O)=O)cc1C(=O)NCC1(N2CCCCC2)CCCCC1
    9, 3%, 3%, 27
O=C(COc1ccc(/C=N/NC(=O)c2cc3ccccc3o2)cc1Cl)Nc1ccccc1
    -4, ?, -1%, -119*
Cn1c(Cl)c(C(=O)Nc2ccc(Cl)cc2)c2ccccc21
    4, 6%, 5%, 52
O=C(CCCc1cccs1)Nc1nc(-c2ccc(F)cc2)cs1
    ., ., -2%, 19
Cn1c(Sc2ccc([N+](=O)[O-])cc2C(F)(F)F)nnc1-c1ccccc1
    1, 15%, 7%, 4
O=C(NCCN1CCOCC1)c1ccncc1
    3, 3%, -1%, ?
O=C(Nc1ccccc1F)C1CC1c1ccccc1 (stereo not given)
    ., ., -3%, ?
Cc1ccccc1Nc1n[nH]c(C)c1[N+](=O)[O-]
    ., ., -2%, 35
CCOC(=O)N1CCN(C(=S)Nc2cccc(C)c2C)CC1
    -6, ., 7%, 99
O=C(Nc1cccc2ncccc12)C(Cl)(Cl)Cl
    -11, -8%, -4%, 28
Cc1nc(NCCc2ccc(F)cc2)c(C#N)c(C)c1[N+](=O)[O-]
    -7, ., 0%, -23
N=c1c2c(ncn1Cc1ccco1)Oc1c(ccc3ccccc13)C2c1ccccc1 (stereo not given)
    ., ., -3%, -18
O=c1c2ccccc2c(-c2ccc(O)cc2)nn1-c1cccc(C(F)(F)F)c1
    10, ., -11%, -85*
Clc1ccc2c(N/N=C/c3cccc(Br)c3)ccnc2c1
    ., ., 3%, 44
O=C(NC1CCCC1)c1cnn2c(C(F)(F)F)cc(-c3ccco3)nc12
    3, -20%, -5%, 42
Cc1nc(SCC(=O)Nc2cccc(Cl)c2)n[nH]1
    1, 0%, 3%, 32
CC(C)(C)OC(=O)NCCC(=O)Oc1ccc2ccc(=O)oc2c1
    ?, -16%, -4%, -14
Cc1cccn2c(=O)c(/C=C(\C#N)S(=O)(=O)c3ccccc3)c(N3CCC(C(N)=O)CC3)nc12
    4, -24%, -13%, 22
O=C(CSc1nnc(-c2cnccn2)n1Cc1ccco1)c1ccc(Cl)cc1
    7, 2%, -7%, ?
CCCc1nc2c(C)ccc(C)c2c(N)c1CC
    12, 2%, 4%, ?
CC1CC(C)CN(C(=O)CSC2=Nc3ccccc3C3=NC(Cc4c[nH]c5ccccc45)C(=O)N23)C1 (stereo not given)
    12, -10%, -3%, -17
N#Cc1ccc(CN2CCC3(CC2)CCN(C(=O)c2ccco2)CC3)cc1
    ., -1%, 4%, .
CCOC(=O)c1ccc(S(=O)(=O)n2c(CN3CCCCC3)nc3ccccc32)cc1
    6, 46%[activator], -3%, 21
CC1CC=C2C(C#N)=C(N)C(C#N)(C#N)C(c3cccs3)C2C1 (stereo not given)
    1, -19%, -18%, -17
O=C(Nc1ccc([N+](=O)[O-])cc1)c1nc[nH]c1C(=O)NC1CCCCC1
    ., ., -1%, 4
CC(C)CCNCC1OCc2ccccc2CO1
    -2, ., -3%, ?
O=c1cc(N2CCOCC2)oc2c(-c3ccccc3)cccc12
    -2&2, ?, 1%&-5%, .
CCN(CC)CCOC(=O)c1c(C)n(C)c2ccc(OC)cc12
    8, 12%, -3%, 60
COc1ccc(C)cc1NS(=O)(=O)c1ccc(NS(=O)(=O)c2ccc(NC(C)=O)cc2)cc1
    -1, -3%, -1%, 10
Cc1ccnc2c1NC(=O)c1cccnc1N2C1CC1
    -1, 11%&-4%, -7%&1%, -3
NC(=O)[C@@H]1CCCCNc2c(F)cc([N+](=O)[O-])cc2C(=O)N[C@@H](CC(=O)O)C(=O)NCC(=O)N1
    ., ., -3%, 46
CCN(CC)C(=O)C1=C(C)NC(=S)NC1c1cn(-c2ccccc2)nc1-c1ccc(Cl)cc1 (stereo not given)
    5, ?, ?, 4
Cn1c(=O)c2c(nc(Br)n2Cc2ccc3ccccc3c2)n(C)c1=O
    12, 0%, -9%, 10
CCn1c2ccccc2c2cc(NC(=O)c3ccc(Br)o3)ccc21
    4, 3.2µM*, -7%, ?
C=CCn1c(SCC(=O)Nc2cc3oc4ccccc4c3cc2OC)nnc1-c1cnccn1
    16, 7%, -5%, ?
Nc1ccc(S(=O)(=O)c2ccc(NC(=O)c3cccnc3)cc2)cc1
    ., -1%[11.4 µM], 2%[11.4 µM], .
COc1ccc(N2C(=O)C3CC=C(Cl)CC3C2=O)cc1 (stereo not given)
    0, -6%, -8%, 22
CCn1cc([N+](=O)[O-])c(C(=O)N2CCOCC2)n1
    ., ., 7%, ?
CCn1nc(C)c(C(=O)Nc2cc(Oc3cc(C)cc(C)c3)cc([N+](=O)[O-])c2)c1C
    -2, 11%, -18%, 13
O=S(=O)(c1ccc(S(=O)(=O)N2CCN(Cc3ccccc3)CC2)cc1)N1CCOCC1
    5, 14%, -6%, 23
CCOC(=O)c1ccc(S(=O)(=O)N2CCC(C(=O)OCC)CC2)cc1
    -13, -6%, 0%, 17
Cc1cc(C)c(C#N)c(N2CCOCC2)n1
    4, ., -6%, 340
O=S(=O)(c1cccs1)N1CCCc2cccc(O)c21
    0, 3%, -5%, ?
CCN(CC)C(=O)c1cc(-c2ccccc2OC)on1
    9, ?, 1%, -3
CC1(C)CC(=O)C(C=NCCN2CCN(C(=S)Nc3ccccc3)CC2)=C(O)C1
    -3, 1%, 4%, 91
COc1ccc(NC(=O)N(C2CCCCC2)C(C)c2ccco2)c(OC)c1 (stereo not given)
    11, 9%, -4%, -7
COc1cccc(Nc2nc(-c3cccs3)nc3ccccc23)c1
    ., ., -1%, -11
CCNc1nc(NCC)nc(SCCOC(=O)COc2ccc(Cl)cc2Cl)n1
    -3, 22%, 2%, -28
CC1=NN(C(=O)c2ccc(Cn3nc(C)cc3C)o2)C(O)(C(F)(F)F)C1 (stereo not given)
    -8, 3%, 3%, 13
CCN(CC)c1nc2c(s1)C(=O)CC(C)(C)C2
    1, -2%, 0%, 24
Cc1ccc(-n2ncc3c(Nc4c(C)n(C)n(-c5ccccc5)c4=O)ncnc32)c(C)c1
    ?, 0%, -5%, ?
Cc1ccc(S(=O)(=O)N2CCC(=O)N(CCOCc3cccc(Cl)c3)CC2)cc1
    ., ., -6%, ?
CN1CCN(C(=S)c2ccc(-c3cccc(Cl)c3Cl)o2)CC1
    ., ., -2%, 31
CN1CCN(NC(=O)CN2C(=O)/C(=C/c3c(Cl)cccc3Cl)SC2=S)CC1
    3, -4%, -2%, 7
Cc1c(C(=O)O)c2cc(O)ccc2n1-c1ccccc1
    3, -10%, -2%, 32
COCC(=O)Nc1nnc(-c2cccs2)s1
    -23, -9%, 2%, 14
CCOC(=O)N1CCN(Cc2nc(N)nc(Nc3ccc(OCC)cc3)n2)CC1
    8, 58%[activator], 10%, -4
Fc1ccc(NCc2cn3ccccc3n2)cc1
    5, 24%, 5%, -11

# Grouped by structure, the compounds so far with a COOH group.
# Second line of a record – IMPase cell inh, 15-hLO-2 inh, 12-hLO inh, PNC inhibitor
Cc1ccc(OC(C)C(=O)O)cc1C (stereo not given)
    9, ., 3%, -26
NC(=O)[C@@H]1CCCCNc2c(F)cc([N+](=O)[O-])cc2C(=O)N[C@@H](CC(=O)O)C(=O)NCC(=O)N1
    ., ., -3%, 46
Cc1c(C(=O)O)c2cc(O)ccc2n1-c1ccccc1
    3, -10%, -2%, 32
